From PubChem
AMA1-RON2 inh – disrupts binding of P. falciparum AMA1 to RON2 | AlphaScreen AMA1-biotinylated RON2 peptide binding | Potency, µM (titrated, usually from 58.2 µM), for the others: at the top dose activity change, negative = inhibition, usual class: inhibitors | 360,000 compounds, 0.2% hits;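 also: potency is read from the fitted curve at half-maximal effect; 0% = vehicle wells and -100% = peptide control; nearly all actives have a fitted effect of over 45% in size; some results filed as inactive show a strong effect at the top dose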
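AMA1 (3D7) with his tag at 25 nM final met compounds first, then biotinylated RON2 peptide at 25 nM; detection used donor plus acceptor beads, 10 µg/mL apiece, read by AlphaScreen after 30 min at room temperature.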
LmPK inhibitor – LmPK (Leishmania mexicana) enzyme inhibition; purified LmPK, Kinase-Glo ATP luminescence, 1 h; 290,000 compounds, 0.37% hits; Potency, µM (doses to about 57.5 µM), for the others: at the top dose activity change, negative = inhibition, usual class: inhibitors; also: potency is read from the fitted curve at half-maximal effect; % is scaled to controls: 0 for no effect and ±100 for the full control effect
Target sequence (Q27686 whole entry, looked up): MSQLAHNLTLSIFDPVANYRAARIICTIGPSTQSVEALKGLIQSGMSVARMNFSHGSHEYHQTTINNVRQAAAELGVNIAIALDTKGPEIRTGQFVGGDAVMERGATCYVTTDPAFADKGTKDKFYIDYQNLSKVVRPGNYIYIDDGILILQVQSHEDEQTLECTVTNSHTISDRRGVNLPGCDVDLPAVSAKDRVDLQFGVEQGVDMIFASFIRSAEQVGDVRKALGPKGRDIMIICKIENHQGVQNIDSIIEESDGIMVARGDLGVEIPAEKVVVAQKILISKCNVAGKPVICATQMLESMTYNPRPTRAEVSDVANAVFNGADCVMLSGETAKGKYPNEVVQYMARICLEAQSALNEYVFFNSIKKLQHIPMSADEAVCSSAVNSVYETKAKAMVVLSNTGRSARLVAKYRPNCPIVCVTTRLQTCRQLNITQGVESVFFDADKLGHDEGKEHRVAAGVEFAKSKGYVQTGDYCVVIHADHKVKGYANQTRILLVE
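Purified LmPK (0.1 nM) with 0.5 mM PEP and 0.1 mM ADP in imidazole buffer pH 7.2 with MgCl2/KCl, 1 h at room temperature. ATP formed was read by luciferase luminescence and normalized to no-enzyme and uninhibited controls.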
Tb PYK inh – blocks Trypanosoma brucei pyruvate kinase | TbPYK enzyme, Kinase-Glo Plus ATP luminescence, 45 min | Potency, µM (doses to about 76.8 µM), for inactives: top-dose activity, negative = inhibition, most hits filed as inhibitors | AID 624173 | Q57TT1 | 410,000 compounds, 0.12% hits; also: potency is read from the fitted curve at half-maximal effect; % is scaled to controls: 0 for no effect and ±100 for the full control effect; nearly all actives have a fitted effect of over 50% in size
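Screened from lowest to highest concentration, compounds were pinned into TbPYK/substrate mixtures, and ADP (130 uM final) was added. Plates sat at room temperature for 45 min prior to Kinase-Glo Plus detection by luminescence.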
Pf growth 48h – inhibits P. falciparum growth in the first generation, 48 h; P. falciparum luciferase growth in erythrocytes, 48 h; Potency, µM (doses to about 28.7 µM), for inactives: at the top dose activity change, negative = inhibition, hits mostly inhibitors; 310,000 compounds, 5.9% hits; AID 504832; also: potency is read from the fitted curve at half-maximal effect; % is scaled to controls: 0 for no effect and ±100 for the full control effect
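Read-out is firefly luciferase luminescence from an integrated reporter in P. falciparum, so falling signal marks reduced parasite growth. Infected erythrocytes were at 2% hematocrit and 0.1% parasitemia (final) in Albumax-supplemented RPMI 1640.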
Shiga toxin inh – inhibitors of Shiga toxin in Vero cells; inhibition, % at 38.7 µM; AID 2315; Vero cells, Shiga toxin protein synthesis inhibition reporter; 290,000 compounds, 9.2% hits; in the data active = inhibition mostly above about 28%, no sharp cut-off; inactive = mostly below about 43%; also: 0% is about no effect
Pf growth 96h – P. falciparum growth inhibition at 96 hour, primary screen for plastid delayed-death inhibitors; Potency, µM (top dose mostly 28.7 µM), inactives show top-dose activity change, negative = inhibition, most hits filed as inhibitors; P. falciparum luciferase reporter growth, 96 h; AID 504834; 320,000 compounds, 6.9% hits; also: potency is read from the fitted curve at half-maximal effect; % is scaled to controls: 0 for no effect and ±100 for the full control effect
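Readout is luminescence from an integrated firefly luciferase in P. falciparum. Red cells, 2% hematocrit and 0.05% parasitemia final, were cultured with compound through two parasite generations (96 hours) at 37 C, 5% CO2.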
Cycloheximide cs – counter-screen for Shiga toxin inhibitors: cycloheximide protein synthesis inhibition. max response, %. 300,000 compounds, 12% hits. AID 2314. cell reporter, cycloheximide protein synthesis inhibition counterscreen; in the data active = max response mostly above about 13%, no sharp cut-off; inactive = mostly below about 14%; also: read at 38.3 µM for the half of the compounds with a filed dose; 0% is about no effect
Active calls of the source: *; ? = inconclusive; . = no result given; & = joins results of further samples; [ ] = another dose, or the depositor's remark. Unless noted, calls follow the shape of the dose curve; as a rule, active = well fitted curve in the direction sought with a large enough effect; inconclusive = small, poorly fitted or top-dose-only effect, or another doubt; inactive = no such curve, though single readings can be large; an effect the other way counts as inactive or inconclusive.

SMILES	AMA1-RON2 inh	LmPK inhibitor	Tb PYK inh	Pf growth 48h	Shiga toxin inh	Pf growth 96h	Cycloheximide cs
CC1CN(C(=O)c2cccc(C(=O)N3CC(C)OC(C)C3)c2)CC(C)O1 (centres undefined)	2%	-2%	-2%	13%	-13	15µM*	-3
Cc1cc(=O)n(-c2ccc(C(=O)O)cc2)[nH]1	-4%	-2%	0%	18%	-10	6%	0
COc1ccccc1NC(CC(=O)c1ccccc1)C(=O)OCC(=O)c1ccc(C)c(C)c1 (centres undefined)	?	0%	-5%	148%[activator]	37*	-14%	40*
CCOC(=O)C1CCN(S(=O)(=O)c2ccc(NC(C)=O)c(Cl)c2)CC1	-16%	-3%	-8%	48%[activator]	-14	48%	-1
N#C/C(=C(/O)c1ccc(Br)s1)c1nc2ccccc2[nH]1	118%[activator]	-3%	4%	2%	16	8%	10
CCC(NC(=O)c1ccccc1NC(=O)c1ccccc1)C(=O)NNC(=O)c1cccnc1 (centres undefined)	78%[activator]	3%	-19%	26%	-18	12%	11
Cn1c(SCC(=O)NCc2ccc3c(c2)OCO3)nnc1C1COc2ccccc2O1 (centres undefined)	1%	0%	3%	-18%	18	-11%	1
Cc1nc2ccccc2c(=O)n1NC(=O)c1cccc(Cl)c1	2%	3%	4%	.	-6	24%	2
O=C(Nc1cccc(NC(=O)c2ccc(-c3cccc(Br)c3)o2)c1)c1ccco1	-9%	-1%	-10%	?	73*	210%[activator]	58*
Cc1ccc(-c2cc(-c3ccc4c(c3)OCO4)c(C#N)c(N)n2)o1	45%[activator]	-11%	-21%	?	4	.	-1
CCOc1cccc(C(=O)Nc2cccc(C(=O)NC(C)(C)C)c2)c1	9%[2.32 µM]	6%	0%	-6%	-7	8%	6
Cc1cccc(NC(=O)c2ccccc2OCC(=O)c2ccccc2)c1	-5%	5%	0%	17%	-11	20%[5.75 µM]	-4
CCOCCc1nnc(NC(=O)c2cccc(F)c2)s1	-1%	-21%	-16%	82%[activator]	41*	.	20*
C/C(=N\NC(=O)c1cccc(S(=O)(=O)N2CCOCC2)c1)c1ccc(C#N)cc1	5%	-4%	-1%	-24%	-6	-7%	4
C/C(CC(=O)N1CCCC1)=N\NC(=O)c1cc2ccccc2cc1O	96%[activator]	9%	0%	?	48	-24%	14
C[C@@H](NC(=O)[C@@H]1Cc2ccccc2CN1C(=O)OC(C)(C)C)C(=O)NCC1CCCO1 (some centres undefined)	1%	-2%	-12%	-1%	12	?	0
CC(C)OP(=O)(OC(C)C)C(O)c1cccc([N+](=O)[O-])c1 (centres undefined)	-11%	8%	0%	?	-8	33%[activator]	1
CCOC(=O)N1CCN(c2cc(=O)n(-c3cccc(Br)c3)c(=O)[nH]2)CC1	-4%	1%	0%	3%	-3	10%	-5
CC(=O)OC1CC(c2cc(C(C)(C)C)c(O)c(C(C)(C)C)c2)=NO1 (centres undefined)	1%	1%	4%	-13%	-20	12%	-1
Cc1cc2nnc(SCC(=O)NCC3CCCO3)n2c2ccccc12 (centres undefined)	2%	0%	0%	-35%[5.75 µM]	-5	-128%[5.75 µM]	-2
COc1ccc(-c2cc(C(=O)O)sc2C)cc1	11%	0%	3%	2%	-6	-23%	-8
Cc1cc(Nc2cccc(F)c2)n2nc(C)nc2n1	12%	0%	-2%	?	-4	9.3µM*	0
Cc1cc(=O)n2nc(N3CCC(C(=O)NCc4ccc(F)cc4)CC3)sc2n1	22%	-8%	-2%&-2%	-5%	-3	?	-10
O=C(O)CO.[NH2-].[NH2-].[Pt+2]	.	.	-8%	12%	.	1%	.
COc1cccc(N2C(=NC(=O)C3CCCO3)SC3CS(=O)(=O)CC32)c1 (centres undefined)	0%	8%	-4%	-56%	-7	?	-2

(cont.)
SMILES	AMA1-RON2 inh	LmPK inhibitor	Tb PYK inh	Pf growth 48h	Shiga toxin inh	Pf growth 96h	Cycloheximide cs
COc1ccc(N2CCN(C(=O)COC(=O)CNC(=O)c3ccc(Cl)cc3Cl)CC2)cc1	-19%	.	-16%	-7%	.	61%[activator]	.
COc1c(C(=O)NNC(=O)c2ccccc2)csc1Br	22%	-14%	-3%	140%[activator]	48*	169%[activator]	35*
Cc1ccccc1N(CC(=O)NC(C)(C)C)C(=O)CS(=O)CC(=O)Nc1ccc2c(c1)OCO2 (centres undefined)	-4%	-6%	2%	5%	-20	8%	-2
COc1ccc(C2NC(=S)NC(O)(C(F)(F)F)C2C(=O)c2cccs2)cc1 (centres undefined)	1%	-2%	-18%	12%	-8	6%	7
CC(C(=O)NC1(C#N)CCCCC1)N(C)CC(=O)Nc1ccc(Cl)c(Cl)c1 (centres undefined)	-7%	.	0%	?	.	?	.
Cn1c(=O)n(C)c2cc(/C=N/NC(N)=S)ccc21	17%	6%	4%	-10%	16	33%[activator]	-4
O=C(CCCc1ccccc1)NCc1ccc(F)cc1	-2%	4%	-14%	11%	-1	8%	-3
O=C(NCN1CCOCC1)c1cnccn1	-2%	-18%	2%&4%	-16%&-6%	8	37%&-22%[activator]	-3
CN(c1ccccc1C(=O)Nc1cccnc1)S(C)(=O)=O	-1%	5%	-4%	16%	-2	21%	9
C=CCn1c(SCC(=O)c2c(N)n(C)c(=O)n(C)c2=O)nc2sc(C)c(C)c2c1=O	4%	2%	3%	-9%	12	-20%	-4
CCC1(c2ccc(F)cc2)NC(=O)N(CC(=O)Nc2ccccc2Cl)C1=O (centres undefined)	14%	5%	5%	-10%	-3	?	-2
COC(=O)c1cc2occc2n1Cc1cccc(C)c1	?	-2%	-1%&0%	0%	4	?	4
CC(C)NC(=S)N1CCN(S(=O)(=O)c2cccc(C(F)(F)F)c2)CC1	-7%	2%	0%	?	-11	?	-1
COc1ccc(CN2CC(=O)N(c3ccc(C)cc3)C2=S)cc1OC	-12%	0%	0%	?	-1	0%	-2
O=C1N=C(N2CCN(c3ccccc3)CC2)S/C1=C\c1cn[nH]c1-c1ccccc1	5%	0%	-24%	?	16	4.1µM*	-3
COc1ccc(CCn2c(S)nc3ccccc3c2=O)cc1	33%[activator]	-3%	2%	.	41*	-10%	30*
CCOC(=O)CNc1c(-c2ccc(Cl)cc2)nc2cnccn12	-9%	0%	3%	4%	-11	3%	-2
O=[N+]([O-])c1ccc(Cl)c(S(=O)(=O)Nc2cccc(-c3ccc(N4CCOCC4)nn3)c2)c1	-5%	.	1%	-3%	.	-28%	.
O=C(CCCN1C(=O)c2ccccc2C1=O)Nc1ccccc1C(=O)N1CCOCC1	4%	2%	-6%	-6%	8	-6%	9
CCOC(=O)CC1COc2ccccc2N1C(=O)c1ccc(F)cc1 (centres undefined)	4%	6%	-18%	332%[activator]	-10	?	7
COc1ccc(C(=O)/C(Br)=C/C(=O)O)cc1	.	.	1%	?	.	?	.
CCOc1ccc(NC(=O)CN(C)C(=O)c2cccnc2Sc2ccc(C)c(C)c2)cc1OCC	-3%	0%	3%	-18%	3	-8%	-3
CN1/C(=C/c2cccc[n+]2CCO)Sc2ccccc21	-7%	0%	-8%	?	-9	?	1
O=C(COc1ccccc1Cl)Nc1ccccc1C(=O)N1CCOCC1	-11%	4%	-21%	15%	29	?	18*
O=C(CSc1nc2ccccc2c(=O)n1NC(=O)Cc1ccccc1)NCc1ccco1	5%	4%	4%	-10%	-6	?	-2

Structures above that have a tert-butyl group, in the order listed:
SMILES	AMA1-RON2 inh	LmPK inhibitor	Tb PYK inh	Pf growth 48h	Shiga toxin inh	Pf growth 96h	Cycloheximide cs
CCOc1cccc(C(=O)Nc2cccc(C(=O)NC(C)(C)C)c2)c1	9%[2.32 µM]	6%	0%	-6%	-7	8%	6
C[C@@H](NC(=O)[C@@H]1Cc2ccccc2CN1C(=O)OC(C)(C)C)C(=O)NCC1CCCO1 (some centres undefined)	1%	-2%	-12%	-1%	12	?	0
CC(=O)OC1CC(c2cc(C(C)(C)C)c(O)c(C(C)(C)C)c2)=NO1 (centres undefined)	1%	1%	4%	-13%	-20	12%	-1
Cc1ccccc1N(CC(=O)NC(C)(C)C)C(=O)CS(=O)CC(=O)Nc1ccc2c(c1)OCO2 (centres undefined)	-4%	-6%	2%	5%	-20	8%	-2

Quoted at random: two compounds from above
SMILES	AMA1-RON2 inh	LmPK inhibitor	Tb PYK inh	Pf growth 48h	Shiga toxin inh	Pf growth 96h	Cycloheximide cs
CC(C(=O)NC1(C#N)CCCCC1)N(C)CC(=O)Nc1ccc(Cl)c(Cl)c1 (centres undefined)	-7%	.	0%	?	.	?	.
O=C(NCN1CCOCC1)c1cnccn1	-2%	-18%	2%&4%	-16%&-6%	8	37%&-22%[activator]	-3

Next section
SMILES	AMA1-RON2 inh	LmPK inhibitor	Tb PYK inh	Pf growth 48h	Shiga toxin inh	Pf growth 96h	Cycloheximide cs
CCc1ccc(C(=O)OCC(=O)NCC(F)(F)F)cc1	-22%	4%	-1%	-2%	5	20%	19
C[C@@H]1CC[C@@]2(OC1)O[C@H]1C[C@H]3[C@@H]4CC=C5C[C@@H](O)[C@H](O)C[C@]5(C)C4CC[C@]3(C)[C@H]1[C@@H]2C (some centres undefined)	0%	11%	-9%	29%	-7	18%	-6
O=[N+]([O-])/C(=C\Nc1ccc(F)cc1F)S(=O)(=O)c1ccccc1	14%	8%	-8%	-1%	-8	-8%	-1
Cc1ccc(C(=O)Nc2cccc(NC(=O)c3ccc(C)o3)n2)o1	-6%	0%	-6%	28%	15	?	6
C=CCSc1nc(C)c2cc(C)cc(C)c2n1	77%[activator]	-1%	2%	5%	-9	.	-3
OC1(c2ccc(F)cc2)CCN(Cc2nnnn2Cc2cccs2)CC1	?	11%	7%	7%	-8	25%	2
COCC(=O)N1CCC(Oc2ccc(C(=O)N3C[C@H]4CC[C@H]3C4)cc2)CC1	4%	-4%	-8%	24%	-12	?	10
Nc1ccc(C(=O)NC2CCSc3ccccc32)cc1[N+](=O)[O-] (centres undefined)	-9%	0%	9%	-14%	28*	?	18
CCCCNC(=S)N(CCN(CC)CC)Cc1cc2cc3c(cc2[nH]c1=O)OCO3	5%	8%	-15%	-23%	15	0%	-4
COCCNC(=O)c1cc(S(=O)(=O)N2CCCCC2)ccc1N1CCOCC1	0%	.	-8%	-18%	.	-3%	.

Ordered by length of the SMILES (largest number first): part of the list above
SMILES	AMA1-RON2 inh	LmPK inhibitor	Tb PYK inh	Pf growth 48h	Shiga toxin inh	Pf growth 96h	Cycloheximide cs
CCCCNC(=S)N(CCN(CC)CC)Cc1cc2cc3c(cc2[nH]c1=O)OCO3	5%	8%	-15%	-23%	15	0%	-4
CCc1ccc(C(=O)OCC(=O)NCC(F)(F)F)cc1	-22%	4%	-1%	-2%	5	20%	19
C=CCSc1nc(C)c2cc(C)cc(C)c2n1	77%[activator]	-1%	2%	5%	-9	.	-3
